S-ASM inh – inhibitors of human secretory acid sphingomyelinase; placental ASM, HMU-PC fluorogenic substrate, 60 min; Potency, µM (series often up to 57.5 µM), for inactives: at the top dose activity change, negative = inhibition, hits mostly inhibitors; 0.006% of 340,000 active; AID 504937; further: potency means the concentration at half of the fitted maximal effect
Target sequence (P17405 47-631 limits assumed): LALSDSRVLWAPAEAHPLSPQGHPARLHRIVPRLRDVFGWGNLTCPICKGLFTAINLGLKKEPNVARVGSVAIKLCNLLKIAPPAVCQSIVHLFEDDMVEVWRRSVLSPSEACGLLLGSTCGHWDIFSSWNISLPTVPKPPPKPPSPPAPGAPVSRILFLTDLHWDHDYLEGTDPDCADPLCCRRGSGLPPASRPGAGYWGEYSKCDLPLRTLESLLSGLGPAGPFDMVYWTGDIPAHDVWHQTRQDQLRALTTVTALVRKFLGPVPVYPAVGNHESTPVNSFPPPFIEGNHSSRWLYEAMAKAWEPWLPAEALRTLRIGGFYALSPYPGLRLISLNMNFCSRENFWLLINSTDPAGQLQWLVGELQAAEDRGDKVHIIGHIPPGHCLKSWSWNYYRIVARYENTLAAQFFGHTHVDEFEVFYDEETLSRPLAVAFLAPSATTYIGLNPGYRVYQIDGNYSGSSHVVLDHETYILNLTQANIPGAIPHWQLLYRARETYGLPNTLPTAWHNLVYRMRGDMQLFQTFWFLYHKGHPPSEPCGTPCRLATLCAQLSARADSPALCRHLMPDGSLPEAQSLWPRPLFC
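Human placenta-derived ASM preincubated with compound 10 min at room temperature, then reacted with 9 uM (final) fluorogenic HMU-PC substrate for 60 min at 37 C. Stop solution raises pH to 10; fluorescence read at Ex 386/Em 447 nm.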
AT treatment – potential ataxia-telangiectasia treatment; […] A-T fibroblasts, KAP-1 phosphorylation AlphaLISA; neocarzinostatin DNA damage 30 min before lysis; Potency, µM (titrated, usually from 57.5 µM), for the others: at the top dose activation, most hits filed as activators; 0.19% of 320,000 active; AID 485349; further: potency means the concentration at half of the fitted maximal effect; % of control where 0% means no effect; nearly all actives have a fitted effect of over 45% in size
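hTERT-immortalized A-T patient fibroblasts ([…]), 500 cells/well in OPTI-MEM, 1% FBS, got compounds for 60 min, then NCS for 30 min at 37C. Lysates were then assayed for phospho-KAP-1 by AlphaLISA (anti-pKAP1 donor, anti-KAP1 acceptor beads), 6 hr at 25C.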
Coupling enz – counter-screen for Giardia aldolase inhibitors: coupling enzyme system; 0.67% of 290,000 active; activity change, negative = inhibition, % at 58.2 µM, hits read low; coupling enzyme system counterscreen, AmpLite Red fluorescence; in the data active means activity change below about -30%; further: on the % scale 0 is the no-effect control and ±100 the full control effect
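First, compound is pin-transferred into glyceraldehyde-3-phosphate coupling-enzyme reagent at 57.5 uM final and held 10 min at RT. Next, substrate, coupling system and AmpLite Red are added. After 20 min RT, fluorescence (525/598 nm) is read.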
GALK inh – galactokinase (human) inhibition; 0.007% of 270,000 active; AID 1868; Potency, µM (doses to about 57.5 µM), for inactives: at the highest dose activity change, negative = inhibition, actives largely listed as inhibitors; Purified GALK, Kinase-Glo residual ATP luminescence; further: potency means the concentration at half of the fitted maximal effect; on the % scale 0 is the no-effect control and ±100 the full control effect
Target sequence (P51570 whole entry, looked up): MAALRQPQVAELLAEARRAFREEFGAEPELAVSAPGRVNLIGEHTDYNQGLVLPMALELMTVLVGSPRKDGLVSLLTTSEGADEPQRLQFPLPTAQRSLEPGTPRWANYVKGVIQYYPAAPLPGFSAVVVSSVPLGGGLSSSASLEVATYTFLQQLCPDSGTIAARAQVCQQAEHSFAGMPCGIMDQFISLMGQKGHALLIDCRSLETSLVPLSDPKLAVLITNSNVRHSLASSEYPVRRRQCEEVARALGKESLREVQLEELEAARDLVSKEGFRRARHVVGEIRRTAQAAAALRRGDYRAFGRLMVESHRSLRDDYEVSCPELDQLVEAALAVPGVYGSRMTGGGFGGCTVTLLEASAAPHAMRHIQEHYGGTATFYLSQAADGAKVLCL
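GALK at 5 nM final was combined with compound, 35 uM ATP and 100 uM galactose in HEPES pH8.0 with MgCl2 and DTT. The reaction ran one hour at room temperature before luminescent ATP detection.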
CXXC DNA block – blocks binding of human MLL CXXC domain to DNA; 0.037% of 290,000 active; MLL-CXXC / FITC-HOXA9 DNA fluorescence polarization; Q03164; Potency, µM (doses to about 115 µM), without a hit: at the highest dose activity change, negative = inhibition, hits mostly inhibitors; AID 2662; active means well fitted inhibition curve with a large enough effect in the polarisation, with a control signal flat, not every such curve was filed as active; inconclusive means small, poorly fitted or top-dose-only effect, or effect the other way, or a change in a side signal; inactive means no such curve, though single readings can be large or run the other way; the % refers to the polarisation; further: potency means the concentration at half of the fitted maximal effect
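Purified MLL-CXXC (added from a 7 uM solution) was preincubated 5 min at ambient with pinned compounds in 50 mM Tris-HCl pH 7.5, 50 mM NaCl, 1 mM DTT, 0.05% BSA. Fluorescein-labeled HOX-A9 DNA (50 nM solution) followed, 30 min, then polarization read.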
MBNL1 CUG block – inhibitors of human MBNL1 binding to CUG repeat RNA. Potency, µM (doses to about 57.5 µM), for inactives: at the highest dose activity change, negative = inhibition, usual class: inhibitors. AID 2675. 0.036% of 280,000 active. TR-FRET MBNL1-His/biotin-(CUG)12 binding, 665/545 ratio; active means well fitted inhibition curve with a large enough effect in the signal ratio, with a control signal flat, not every such curve was filed as active; inconclusive means small, poorly fitted or top-dose-only effect, or effect the other way, or a change in a side signal; inactive means no such curve, though single readings can be large or run the other way; the % refers to the signal ratio; further: potency means the concentration at half of the fitted maximal effect; on the % scale 0 is the no-effect control and ±100 the full control effect
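His-tagged MBNL1 binding to biotinylated (CUG)12 RNA was measured by TR-FRET using terbium anti-His antibody (0.055 ng/ul final) and streptavidin-XL665 (5 nM final). Compounds were titrated 92 nM to 58 uM; 60 min at room temperature.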
KCNH2 WT inh – KCNH2 (human, wildtype) channel inhibition. U2OS, BacMam KCNH2, thallium flux FluxOr; active compounds read low. activity change, % at 1.84 µM. 0.37% of 340,000 active. AID 720551;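 active means maximum activity change below -70%; inconclusive means maximum activity change between -70% and -50%; inactive means maximum activity change above -50%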; further: on the % scale 0 is the no-effect control and ±100 the full control effect
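U2OS cells transduced with wild-type KCNH2 virus are loaded with FluxOr dye for 45 min, and thallium flux is measured in kinetic reads before and after stimulation buffer. Rate constants are normalized to DMSO controls.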
Integrin act MD – activates integrin-mediated alleviation for muscular dystrophy. alpha7betagal myoblasts, beta-gal FDG fluorescence, 48 h. Potency, µM (doses to about 38.3 µM), for the others: at the top dose activation, actives largely listed as activators. 0.064% of 350,000 active;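 further: potency means the concentration at half of the fitted maximal effect; 100% = response of the positive control SU9516; nearly all actives have a fitted effect of over 60% in size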
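alpha7betagal+/- myoblasts (passage 13, 250/well) treated 48 h at 37C with compounds at 1:260 dilution of DMSO stock. Lysed, then beta-galactosidase activity read as FDG fluorescence (ex 480/em 540) after 30 min, with pre-read for autofluorescence.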
TRPV1 ag – activates the human vanilloid receptor TRPV1; activation, % at 8.33 µM; TRPV1-expressing cells, Fluo-8 calcium influx, agonist mode; AID 540275; 0.19% of 320,000 active; Q8NER1; in the data active means activation above about 80%; inconclusive means between about 30% and that limit; further: 0% is about no effect
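Cells expressing TRPV1 were dye-loaded with Fluo-8 and read kinetically: 10 s baseline, 3 min after compound (agonist portion), then 2 min after EC20 capsaicin (allosteric enhancer portion). Calcium-bound dye fluorescence at 480/520 nm.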
KCNH2 3.1 block – KCNH2 3.1 (human) potassium channel inhibition | 0.95% of 340,000 active | U2OS KCNH2 3.1, thallium flux FluxOr; active compounds read low | AID 720553 | activity change, % (tested at about 1.8 µM);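 active means maximum activity change below -70%; inconclusive means maximum activity change from -70% to -50%; inactive means maximum activity change above -50%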;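 further: thallium influx rate constant from kinetic fluorescence after stimulation buffer; on the % scale 0 is the no-effect control and ±100 the full control effect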
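Measured as rate of thallium-driven FluxOr signal in transduced U2OS cells carrying the 3.1 channel, read kinetically for 2 min upon stimulation; values are rate constants scaled to DMSO control wells.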
Starred values were filed as active, the others as inactive; ? = inconclusive; · = not tested or not shown; & = joins results of further samples; [ ] = remark or other dose. Unless noted, the call rests on the fitted dose curve; in most records, active means well fitted curve in the direction sought with a large enough effect; inconclusive means small, poorly fitted or top-dose-only effect, or another doubt; inactive means no such curve, though single readings can be large; an effect the other way counts as inactive or inconclusive.

SMILES | S-ASM inh | AT treatment | Coupling enz | GALK inh | CXXC DNA block | MBNL1 CUG block | KCNH2 WT inh | Integrin act MD | TRPV1 ag | KCNH2 3.1 block
Cc1ccc(-n2c(C)cc(/C=C3/C(=O)NC(=O)N(Cc4ccco4)C3=O)c2C)cc1 | -18.7% | 2.9% | 2.4 | -1.1% | 10.6% | -4.4% | -3.9 | -15.4% | -6.2 | -2.7
CCCN1CCO[C@@H]2c3cc(O)ccc3OC[C@H]21 | 4.9% | -3.1% | · | · | -5.7%&-13.9% | · | 11.5 | · | 0.5 | 11.7
O=c1c2ccccc2nc(-c2ccc(Cl)cc2Cl)n1-c1nccs1 | 21.9% | 0.9% | 1.6 | 0.8% | -2.7% | 8.0% | 4.3 | 13.0% | -4.2 | 24.8
O=c1[nH]c(=O)n(C2CCCCC2)c(O)c1C1NCCc2ccccc21 (centres undefined) | 0.8% | -7.8% | -14.6 | -1.3% | -4.0% | -6.2% | -0.3 | 2.6% | -2.1 | 7.8
COc1ccc(P2(=O)Nc3ccccc3N2)cc1 | -0.8% | 0.2% | -24.4 | · | -22.2% | ? | -12.1 | 7.5% | 22.8 | -11.5
COc1cccc(NC2=NCCCS2)c1 | 2.7% | 0.4% | 1.0 | -0.8% | -5.1% | 0.5% | -0.7 | 17.2% | 3.6 | 9.9
Cc1c(C=O)c2ccccc2n1Cc1ccc([N+](=O)[O-])cc1 | -4.9% | 2.2% | 0.4 | -0.2% | -3.0% | ? | -2.9 | 10.6% | -1.6 | -10.9
O=P1(Oc2ccccc2)OCCCS1 (centres undefined) | 4.9% | -0.1% | -0.3 | -0.8% | 0.8% | · | -0.7 | ? | · | 11.0
Cn1c(O)c(C=Nc2ccccc2-c2ccccc2)c(=O)n(C)c1=O | 3.0% | 2.3% | 0.3 | -1.2% | -11.5% | -0.6% | 0.3 | 24.5% | 23.5 | -17.3
CCN1CCC2(CCNC2)C1 (centres undefined) | 0.7% | -1.6% | -1.9 | -0.5% | 3.7% | 5.2% | -0.9 | 18.2% | -4.7 | 1.5
COC(=O)C1=C(c2cccc(Cl)c2)C[C@@H]2CC[C@H]1N2C(=O)N1CCCC1 | 2.8% | 3.4% | · | · | · | · | 10.5 | -6.3% | ? | 8.8
C[C@@H]1C[C@H]2OC(=O)C3(CO3)[C@H]2[C@H](O)[C@]2(C)C(=O)C3OC3[C@@H]12 (some centres undefined) | · | 9.7% | -3.2 | -7.1% | -10.1% | 6.8% | · | · | 2.4 | ·
CN1CCN(C(=S)c2ccc([N+](=O)[O-])cc2)CC1 | -3.2% | -5.9% | 0.9 | 1.9% | 7.8% | ? | 3.6 | 9.0% | 3.4 | 1.2
O=C(CN1CCCCC1)c1ccccc1Cl | 4.2% | 3.7% | -0.3 | 2.1% | 25.9% | -0.6% | 0.3 | 22.4% | 0.9 | ?
O=C(CCC(=O)N1C[C@H]2C[C@@H](C1)c1cccc(=O)n1C2)NCc1ccc(F)cc1 | 1.4% | 9.3% | · | · | · | · | 3.2 | · | 3.7 | -8.2
CC1CN(O)C2CCc3nonc3C12O (centres undefined) | 1.3% | -3.7% | -1.7 | -1.9% | -6.6% | -9.5% | -0.3 | 18.7% | -0.4 | -3.1
Cc1cc(N(CCCl)CCCl)ccc1/C=N/N=C(\N)c1cnccn1 | -19.1% | · | · | · | · | · | 29.2 | 5.0% | · | 8.4
CN1C(=O)C(O)N=C(c2ccccc2)c2ccccc21 (centres undefined) | -1.3% | -10.3% | 2.9 | 0.3% | -2.0% | -6.0% | 0.6 | -13.0% | -2.6 | 6.0
C[C@]12CCC3C(CC[C@H]4C[C@@H](O)CC[C@]34C)[C@H]1CC[C@H]2O (some centres undefined) | -1.3% | 2.5% | · | · | · | · | -1.8 | 0.0% | · | -6.2
CCc1ccc(OCCCN=C(C)c2c(O)n(C)c(=O)n(C)c2=O)cc1 | -29.2% | -6.6% | 0.9 | 0.1% | -8.1% | -7.8% | -6.0 | -39.7% | 1.6 | 4.1

The list goes on (two carried over from the part before).
SMILES | S-ASM inh | AT treatment | Coupling enz | GALK inh | CXXC DNA block | MBNL1 CUG block | KCNH2 WT inh | Integrin act MD | TRPV1 ag | KCNH2 3.1 block
C[C@]12CCC3C(CC[C@H]4C[C@@H](O)CC[C@]34C)[C@H]1CC[C@H]2O (some centres undefined) | -1.3% | 2.5% | · | · | · | · | -1.8 | 0.0% | · | -6.2
CCc1ccc(OCCCN=C(C)c2c(O)n(C)c(=O)n(C)c2=O)cc1 | -29.2% | -6.6% | 0.9 | 0.1% | -8.1% | -7.8% | -6.0 | -39.7% | 1.6 | 4.1
Cc1cccc(N2C(=O)NC(=O)/C(=C/c3ccc(N4CCOCC4)cc3)C2=O)c1 | 6.3% | 2.6% | -0.9 | -2.9% | -27.3% | 5.6% | -13.7 | 2.7% | 1.5 | 10.7
COC(=O)C1=C(c2ccc(F)cc2OCc2ccccc2)C[C@@H]2CC[C@H]1N2C(=O)N1CCC(C)CC1 | -1.5% | 29.7% | · | · | · | · | -6.4 | 9.6% | ? | -0.5
CC(=O)c1ccc(N2CCN(c3ncccn3)CC2)c([N+](=O)[O-])c1 | -8.6% | -12.6% | 0.7 | 7.3% | 0.5% | ? | -2.4 | -24.6% | 12.9 | -8.9
Cc1cccc(OCC(=O)N2CCN(Cc3ccc4c(c3)OCO4)CC2)c1 | 1.5% | 1.8% | 0.6 | 0.7% | -3.9% | -0.3% | -1.7 | 7.2% | ? | -6.3
COC(=O)C1=C(c2ccccc2)C[C@@H]2CC[C@H]1N2C(=O)NCc1ccco1 | 8.3% | · | · | · | · | · | 8.1 | 23.1% | · | -6.3
CNC1(c2ccc(F)cc2)CCCCC1 | 5.4% | · | · | · | · | · | -1.6 | ? | · | -20.3
O=c1[nH]c(=O)n(Cc2ccc(F)cc2)c(O)c1C=NCCCn1ccnc1 | 0.2% | 3.9% | 1.1 | -0.7% | 1.4% | -4.1% | 32.5 | 35.7% | 0.2 | 3.3
CC[N+](C)(CC)CCCCOc1ccc2c(c1)C(=O)c1cc(OCCCC[N+](C)(CC)CC)ccc1-2 | -7.6% | -7.7% | -0.9 | -1.8% | ? | ? | 12.4 | -20.0% | 3.0 | 14.8
CCCc1cc(=O)oc2cc(OCC(=O)N3CCC(C(=O)O)(c4ccccc4)CC3)ccc12 | -1.9% | 1.7% | 3.3 | · | -18.0% | 3.1% | 2.7 | -4.6% | -0.8 | -7.9
CCCCN1CCC(O)(c2ccccc2)C(C(=O)c2ccccc2)C1 (centres undefined) | -0.1% | -8.2% | 1.6 | 0.3% | 86.1%[activator] | -0.2% | -0.7 | -32.6% | 2.3 | 6.7
CCCOP(=O)(OCCC)c1nc(-c2ccccc2)oc1NCc1ccccc1 | -8.0% | 16.6% | -1.5 | 0.8% | 17.3% | 1.5% | -7.4 | -70.1%[inhibitor] | ? | -9.3
C[C@]12CCC(=O)C[C@@H]1CC[C@@H]1[C@@H]2CC[C@@]2(C)[C@H]1CC[C@]2(C)O | · | · | 5.4 | -1.9% | 1.4% | -1.8% | · | · | 8.5 | ·
O=C(c1ccc(Cl)cc1)C12CN3CN(CN(C3)C1)C2 | 0.5% | 8.3% | 1.0 | 1.0% | -11.7% | -0.5% | -9.3 | ? | -1.4 | -3.6
COc1cccc(CCNCc2cccc(C(F)(F)F)c2)c1 | -4.1% | -3.6% | 1.8 | 8.1% | 0.4% | -3.4% | · | -1.3% | 1.9 | -1.1
CCCCn1c(=O)c(C(=O)Nc2ccsc2C(=O)OC)c(O)c2ccccc21 | -3.2% | 6.4% | 2.4 | -2.0% | 18.0% | -3.2% | 4.8 | 5.8% | -0.5 | 5.7
COc1ccccc1-n1c(-c2ccc(C)cc2)nc2ccccc2c1=O | 2.1% | 7.6% | -1.4 | -1.0% | -3.6% | -1.9% | 4.2 | 11.2% | ? | -2.6
CCOc1ccc(N(CC)S(=O)(=O)c2ccc3c(c2)oc(=O)n3C)cc1 | -1.3% | 1.8% | -1.1 | -2.5% | -3.6% | ? | 5.5 | 4.4% | 8.0 | -10.4
CCOc1ccc(C=C2C(=O)NC(=S)NC2=O)cc1OCC | 2.9% | · | · | · | · | · | 7.0 | -7.0% | · | -5.6
CC(C)c1ccc(O)c(CN2CCN(c3ccccc3)CC2)c1 | -1.2% | 4.6% | -3.8 | -2.0% | -5.7% | -0.3% | 3.6 | -22.3% | -8.1 | -22.3
O=[N+]([O-])c1ccc2nc(N3CCNCC3)ccc2c1 | -0.1% | · | · | · | -4.3% | ? | 0.9 | · | · | 0.4

Screening data from PubChem.

A portion of the library; rates above refer to the full screens.
